Bioassay records as filed in PubChem BioAssay.
mcGAS lum – mouse cGAS inhibition by luminescence | AID 1259399 | 160,000 compounds, 0.15% hits | Q8C6L5 | inhibition, % at 12.5 µM | recombinant cGAS, Kinase-Glo ATP depletion luminescence;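 further: 0% = negative control wells and 100% = reference inhibitor with no enzyme activity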
hcGAS inh – human cGAS inhibition; recombinant h-cGAS, ATP depletion, Kinase-Glo luminescence; 290,000 compounds, 0.081% hits; Q8N884; AID 1259398; inhibition, % at 12.5 µM;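 further: 0% = vehicle reaction and 100% = reaction without DNA for no activity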
Target sequence (Q8N884 whole entry, looked up): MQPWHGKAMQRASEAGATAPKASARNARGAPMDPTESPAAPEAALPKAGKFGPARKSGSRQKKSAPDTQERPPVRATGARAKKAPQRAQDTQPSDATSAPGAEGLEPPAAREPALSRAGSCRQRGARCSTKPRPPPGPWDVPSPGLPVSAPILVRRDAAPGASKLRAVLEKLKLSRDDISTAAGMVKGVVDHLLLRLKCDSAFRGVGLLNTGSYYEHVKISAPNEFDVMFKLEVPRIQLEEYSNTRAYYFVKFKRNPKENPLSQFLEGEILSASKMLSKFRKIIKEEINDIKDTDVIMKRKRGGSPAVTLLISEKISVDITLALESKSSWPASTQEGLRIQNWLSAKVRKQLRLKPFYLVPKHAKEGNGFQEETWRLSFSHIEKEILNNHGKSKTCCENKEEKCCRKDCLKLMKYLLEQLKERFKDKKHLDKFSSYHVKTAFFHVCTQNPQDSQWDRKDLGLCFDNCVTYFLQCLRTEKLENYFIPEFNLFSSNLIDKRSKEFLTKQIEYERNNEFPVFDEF
NPYLR7 agonist – mosquito NPYLR7 agonism; HEK293T NPYLR7/Galpha15, GCaMP6s calcium fluorescence; activation, % at 10 µM; 270,000 compounds, 0.15% hits; in the data active means activation above about 40%;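 further: 0% = vehicle and 100% = reference agonist at the receptor; some compounds past the cut are filed as inactive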
* = called active by the depositor; . = not tested or not shown; & = joins results of further samples. Unless noted, no stated cut-off is given here; in the data, active means inhibition above about 40%; inactive means the rest. An unsorted share of the library; about 0.27% have a hit in one of these screens.

molecule,mcGAS lum,hcGAS inh,NPYLR7 agonist
Cc1ncc(C)c(N2CCn3nc(C(=O)Nc4ccccc4)cc3C2)n1,.,0,5
COCCSc1nnc(-c2cn(C)nc2OC)n1C,-9,-7,8
O=C(NCc1nnnn1-c1ccc(F)cc1)c1ccccc1S(=O)(=O)C(F)F,-8,-6,24
COCc1c(C(=O)Nc2ccccc2Br)oc2ccccc12,.,-6,2
CC(c1ccccc1)n1nnnc1N1CC(c2ccncc2)C1 (centres undefined),0,-1,1
Cc1cccc(-n2ncc3c(=O)n4c(nc32)SCC4CC(=O)Nc2ccccn2)c1 (centres undefined),-9,-15,0
COCCn1c(SCC(=O)Nc2nccs2)nc2c([nH]c3ccccc32)c1=O,-7,-2,13
CCc1nc2ccc(C(=O)NC3CCN(C)CC3)cn2c1N(C)C(=O)c1cccc(OC)c1,-2,-6,18
COC(=O)c1[nH]ncc1CN1CCC(Cc2ccc(F)cc2)CC1,.,-12,-1
CCOCCn1c(N(C)Cc2ccccc2)nc2c1c(=O)[nH]c(=O)n2C,.,-10,14
CN(C)C(=O)CN1CCN(C(=O)c2ccc3ccccc3c2O)CC1,.,-6,1
CS(=O)(=O)NC1CCN(C(=O)c2ccccc2C2CCNC2)CC1 (centres undefined),.,-2,-3
Cn1cnnc1SCc1ccc(C(=O)N2C3CCC2CC(Oc2ccc(F)cc2F)C3)cc1 (centres undefined),-7,-7,1
COc1cccc(CSc2nnc(CNC(=O)c3ccc(OC)cc3OC)n2-c2cc(Cl)ccc2C)c1,2,3,-13
O=C(c1c2c(nc3ccccc13)CCC2)N1CCCC(C(F)(F)F)C1 (centres undefined),-2,7,-1
CCCN(Cc1cccc(OC)c1)Cc1ccc(C(O)(c2ccc(OC)cc2)c2ccc(OC)cc2)o1,-6,-3,-1
Cc1csc(NC(=O)CSc2ccc(-c3sc(-c4ccc(F)cc4)nc3C)nn2)n1,-7,-4,13
CC1CCC2(CC1)OCC(C(=O)NCc1ccc3c(c1)OCO3)N2C(=O)c1ccc(F)cc1 (centres undefined),2,7,-25
CCC(C(=O)OC)n1cnc2c(nnn2-c2cccc(OC)c2)c1=O (centres undefined),.,-5,2
COc1cc(NC(=O)Cn2cnc3c(sc4ncccc43)c2=O)cc(OC)c1,.,6,-2

Rewritten field by field: entries from further up.
COc1cccc(CSc2nnc(CNC(=O)c3ccc(OC)cc3OC)n2-c2cc(Cl)ccc2C)c1
  mcGAS lum: 2; hcGAS inh: 3; NPYLR7 agonist: -13
O=C(c1c2c(nc3ccccc13)CCC2)N1CCCC(C(F)(F)F)C1 (centres undefined)
  mcGAS lum: -2; hcGAS inh: 7; NPYLR7 agonist: -1

(list continues)
molecule,mcGAS lum,hcGAS inh,NPYLR7 agonist
COc1ccc2nc(C)cc(NCCc3ccc(S(N)(=O)=O)cc3)c2c1,.,-10,2
Cc1ccc(N2CCCS2(=O)=O)cc1NC(=O)NCc1ccc(Cl)cc1,.,-4,-7
Cc1nc(-c2coc3c(I)c(O)ccc3c2=O)cs1,1,-1,4
CCOC(=O)c1ccoc1COC(=O)c1c(C)cc(=O)oc1C,.,-9,-1
Cc1cc(-n2c(C)nc3ccccc3c2=O)ccc1NC(=O)c1cccc([N+](=O)[O-])c1C,.,13,-6
COc1ccc([C@@H]2C[C@H](NC(C)=O)C[C@H](Cc3ccccc3)O2)c(Cl)c1O,-16,-3,5
COC(=O)c1ccc(COC(CN2CCN(C(=O)NCCc3ccccc3F)CC2)c2cccc(OC)c2)cc1 (centres undefined),-7,-6,-5
CC(=O)N[C@@H]1C[C@H](Cc2ccccc2)O[C@H](c2cnc(-c3ccccn3)nc2)C1,-13,-6,1
Cc1ccc(C)c(NC(=O)CC(=O)N(C)Cc2n[nH]c3c2CCC3)c1,0,2,2
CCCC(C)(C)C(=O)N1CCC1(C)C(=O)NS(=O)(=O)c1ccc(C#N)cc1 (centres undefined),.,-5,11
COc1cccc(-n2cc(CN(C)Cc3cc(C(C)(C)C)n[nH]3)cn2)c1,.,-2,1
COc1ccc(Nc2c3c(nc4nncn24)CCC3)cc1OC,.,-6,4
CC(C)NC[C@@H](O)COc1ccc(CC(N)=O)cc1,-9,-5&-14,-2&6
c1ccc(CNc2nccc(C3CCCC3)n2)nc1,.,-3,9
COC(=O)C1=C(C)N(C)C(=O)NC1c1ccc(I)cc1 (centres undefined),.,5,6
CCc1cc2c(=O)n(Cc3ccco3)c(SCC(=O)NCC3CCCO3)nc2s1 (centres undefined),-3,-3,0
COc1ccc(-c2c3c(=O)n(Cc4cccnc4)ccc3nc3nc(C)nn23)cc1,-7,-9,2
Cc1cccc(-c2cc(C(=O)O)c3[nH]c(C)nc3n2)c1,-8,-6,-1
C=C1C(C)(C)[C@H]2CC[C@]1(C(=O)N1CCC(Cn3cc(CO)nn3)CC1)C2,-11,-10,0
COc1ccc(-c2cn(S(=O)(=O)Cc3ccccc3)nc2N)c(OC)c1,.,-1,-13
Oc1[nH]c2ccccc2c1N=Nc1ccccc1F,.,-6,0
Cc1ccc2[nH]c(O)c(N=Nc3ccccc3)c2c1Br,.,1,-5
Cc1c(C(=O)OC2CCCCCC2)[nH]c2c1C(=O)CCC2,.,-11,8
CN(CCCSCC#N)Cc1cc(Br)cs1,.,-9,-2
CC(C)Oc1ccc(S(=O)(=O)N2CCOCC2)cc1NC(=O)CN1CCCCCCC1,-7,-3,0
Cn1c(SC2CCCCNC2=O)nnc1-c1ccccc1Cl (centres undefined),.,-12,-7
O=C(CCN1C(=O)c2ccccc2C1=O)N1CCN(S(=O)(=O)c2cc(F)ccc2F)CC1,.,-3,1
CN(Cc1ccc(Cl)c(Cl)c1)Cn1nc(-c2ccncc2)n(C2CC2)c1=S,.,1,7
COC(=O)CN1CCN(C(=O)c2cnc(-c3ccccc3)nc2)C(C)C1=O (centres undefined),.,-3,2
c1ccc(-c2cc(NCC3CCCO3)nc3ccccc23)cc1 (centres undefined),.,-5,-1
Cc1ccc(S(=O)(=O)Nc2ccc(Nc3ccc(-n4ccc(C)n4)nn3)cc2)cc1,-11,-5,-6
Cc1ccccc1N1CCN(c2ncccc2CNc2ncnc3c2CCC3)CC1,-3,-3,-3
CCOC(=O)[C@@H]1[C@@H](OC)C(=O)N(C)C12CCN(S(=O)(=O)c1ccc(NC(C)=O)cc1)CC2,-7,-5,4
CN(CC1CCOCC1)C(=O)c1cc(COc2cccc3cnccc23)on1,.,-4,18
CCCCOc1ccc(S(=O)(=O)N2CCN(C3c4ccccc4CCc4ccccc43)CC2)cc1,1,2,2
CN(CC1CCOCC1)C(=O)c1cc(COc2ccc(-n3cncn3)cc2)on1,.,-10&-1,7&3
COc1ccc(OC)c(-n2c(C)cn3c4c(=O)n(CC(C)=O)c(=O)n(C)c4nc23)c1,.,-5,2
C=CCOC(=O)C1=C(C)Nc2nnnn2C1c1cccs1 (centres undefined),.,-6,2
COc1cc(OC)cc(C2=NC(=Cc3ccc(OCC(N)=O)c(OC)c3)C(=O)O2)c1,.,-10,2
COc1ccc(N=C2SCCN2CC(=O)c2ccc(Cl)cc2)cc1,.,-6,3
COc1ccc(SC(C)C(=O)NCc2cccn2C)cc1 (centres undefined),.,2,-5
CCOC(=O)N1[C@@H](c2ccco2)[C@@H](C(=O)O)C[C@]12CCCCNC2=O,0,6,2
Cc1cc(C)cc(-n2nc(C(=O)NCc3ccc4c(c3)OCO4)c(=O)n(Cc3cccc(F)c3)c2=O)c1,0,-1,-3
O=[N+]([O-])c1ccccc1C=CC=Nn1c(-c2ccc(Cl)cc2)n[nH]c1=S,-2,-1,-6
O=c1cc(CSc2ncnc3c2oc2ccccc23)nc2sc3c(n12)CCCC3,-7,-9,-4
O=C(c1n[nH]c2c1CCCC2)N1CCc2c([nH]c3ccccc23)C1c1ccccn1 (centres undefined),-2,3,0
O=C(NC1CCCc2ccccc21)C1=CN2CCS(=O)(=O)N=C2C=C1 (centres undefined),-5,-5,8
CC(C)c1nc(C(N)=O)c2[nH]c(=O)n(-c3ccccc3F)c2n1,-7,-7,-5
O=C1C2C3C=CC(C4CC34)C2C(=O)N1CCO (centres undefined),-4,-5,6
Cc1ccc(C)c(NC(=O)Cn2nc(C)c3cnn(-c4ccc(F)cc4)c3c2=O)c1,.,-4,13

Next section
molecule,mcGAS lum,hcGAS inh,NPYLR7 agonist
COc1ccc(COCC(=O)N2CCN(C3CCCC3O)CC2)cc1 (centres undefined),.,-5,2
CCC(Nc1cc2oc3ccccc3c2cc1OC)C(=O)OC (centres undefined),.,-7,-1
CCCCN(C=O)c1c(CC)nc2c(OCC(=O)C(C)(C)C)cccn12,-2,-4,-2
CC1(C(=O)NS(=O)(=O)Cc2cccc(Cl)c2)CCN1C(=O)Cc1ccc(-c2ccccc2)cc1 (centres undefined),.,-8,1
COCCCN(CC(=O)Nc1cc(C(C)(C)C)nn1-c1ccccc1C)C(=O)c1cccc([N+](=O)[O-])c1,-6,-1,24
Cc1ccc(NC(=O)CSc2cc(C)nc3c(-c4ccccc4)c(C)nn23)cc1,3,2,-5
Cc1nc2ccc(S(=O)(=O)NCCn3nc(-c4cccs4)ccc3=O)cc2s1,-7,1,3
O=C(c1cnn(-c2ccccc2)c1C(F)(F)F)N1CCCC1,-5,3,5
O=S(=O)(c1cccc(C(F)(F)F)c1)N1CCN(Cc2ccccc2)CC1,-6,-2,-1
COC(=O)c1c(C)oc2c1cc(NS(=O)(=O)c1ccc3ccccc3c1)c1ccccc12,-5,-3,-5
CC1=C(C(=O)NCCn2nc(C)cc2C)C(=O)OC1(C)C,.,-5,-1
N#Cc1ccc(OCc2ccccc2)nc1,.,-4,12
O=C(O)c1ccc(C2CCN(Cc3nc4ccccc4[nH]3)C2)cc1 (centres undefined),-14,-9,.
O=C(NCCn1cnnc1)C1CCN(C2CCCC2)CC1,-6,-9,.
O=C(Nc1noc2ncccc12)C(c1ccccc1)c1ccccc1,-7,-3,6
CCn1cccc(-c2nnc(SCC(=O)NCc3ccc(F)cc3)n2C)c1=O,.,-12,2
O=C(c1cccc(CSc2nc(Cl)cc(N3CCOCC3)n2)c1)N1CCN(c2cccc(C(F)(F)F)c2)CC1,-4,-2,17
CC(C)(C)c1ccc(COc2coc(CN3CCCN(C(=O)c4cc(C(F)(F)F)cc(C(F)(F)F)c4)CC3)cc2=O)cc1,0,0,-3
CC(C)(C)c1ccc2oc(-c3ccc(NC(=O)c4cccc([N+](=O)[O-])c4)cc3)nc2c1,0,1,-9
NC(=O)C1CCN(C(=O)Cc2cc(-c3cc4ccccc4o3)on2)CC1,-4,-5,8

For reference, part of the list above:
molecule,mcGAS lum,hcGAS inh,NPYLR7 agonist
O=C(NCCn1cnnc1)C1CCN(C2CCCC2)CC1,-6,-9,.
O=C(Nc1noc2ncccc12)C(c1ccccc1)c1ccccc1,-7,-3,6
CCn1cccc(-c2nnc(SCC(=O)NCc3ccc(F)cc3)n2C)c1=O,.,-12,2

Next part
molecule,mcGAS lum,hcGAS inh,NPYLR7 agonist
O=C1NCCN2CCN(C(=O)CCn3nnc(-c4ccccc4)n3)CC12 (centres undefined),.,-3,-4
CNC(=O)CC(C)N(C)Cc1cnc(-c2cccc(C)c2)nc1 (centres undefined),.,-7,0
CCc1c(C)c(C(=O)N2CCN(C(C)=O)CC2)n(Cc2cccc(C)c2)c1C,-7,-8,36
NC(=O)c1cc(-c2csc(NC(=O)CC3CC4CCC3C4)n2)c[nH]1 (centres undefined),-15,-6,-1
CCCCC(C(=O)O)N1C(=O)C2C3C=CC(C4CC34)C2C1=O (centres undefined),.,-6,17
COc1ccccc1NS(=O)(=O)c1cc(C(=O)NCCC(C)C)ccc1C,.,4,-2
O=c1ccc2cc(S(=O)(=O)N3CCOCC3)ccc2o1,.,-6,15
COCC(=O)N1CCN(C(C(=O)N(C)Cc2ccco2)C2CCCC2)CC1 (centres undefined),-3,1,1
CCCCn1c(SC(C)c2nnc(CC)o2)nc(C)c1C (centres undefined),.,-12,5
Cc1ccc(-c2ccc(N3CCN(S(=O)(=O)c4cccs4)CC3)nn2)cc1,-6,-5,.
CCn1nnc2c(SCC(=O)N3CCN(c4ccc(Cl)cc4)CC3)ncnc21,.,-1,0
O=C(CCS(=O)(=O)C1CCCC1)N1CCCC(n2ccnc2)C1 (centres undefined),.,-5,2
CCNC(=O)N1C2CCC3(CC2)OC(=O)N(Cc2ccccc2)CC13 (centres undefined),-9,-5,25
Cn1cnc(S(=O)(=O)Nc2ccsc2)c1Cl,.,-7,-5
CC1=C(C(=O)NC2CCCC2)C2(CCCCCC2)OC1=O,-5,-7,8
